Assay outcomes (PubChem)
TNAP inh no acc = inhibitors of human TNAP without phosphate acceptor | purified TNAP, CDP-star luminescence, 30 min | inhibition, % at 20 µM | hit rate 0.26% among 200,000 | AID 1012;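 active = tissue-nonspecific alkaline phosphatase inhibition above about 50% at 20 µM in the single-dose screen, limit read from the data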;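 note: 0% = DMSO negative control and 100% = EDTA positive control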
Target sequence (P05186 whole entry, looked up): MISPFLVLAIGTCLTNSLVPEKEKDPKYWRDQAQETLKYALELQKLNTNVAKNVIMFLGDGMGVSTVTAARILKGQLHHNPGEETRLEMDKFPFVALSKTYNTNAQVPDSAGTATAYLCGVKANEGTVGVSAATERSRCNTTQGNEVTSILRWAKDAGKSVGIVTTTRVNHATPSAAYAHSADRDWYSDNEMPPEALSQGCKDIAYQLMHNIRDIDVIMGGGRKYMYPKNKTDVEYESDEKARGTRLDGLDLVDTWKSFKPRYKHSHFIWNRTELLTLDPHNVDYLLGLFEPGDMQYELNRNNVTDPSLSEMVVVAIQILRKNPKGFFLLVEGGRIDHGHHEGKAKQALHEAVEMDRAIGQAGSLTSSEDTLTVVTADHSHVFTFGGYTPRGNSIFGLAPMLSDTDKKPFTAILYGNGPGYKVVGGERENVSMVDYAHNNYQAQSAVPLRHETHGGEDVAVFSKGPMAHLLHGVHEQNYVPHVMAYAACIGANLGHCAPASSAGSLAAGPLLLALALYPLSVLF
bIAP act = intestinal alkaline phosphatase (bovine) activation. purified bovine IAP, CDP-star luminescence, 30 min; active compounds read high; fold of DMSO-control signal, blank-subtracted. activation factor at 20 µM. hit rate 0.17% among 200,000. AID 1016;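 active = activation factor of 2 or more at 20 µM, a signal rise over negative controls twice the positive control's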
TNAP inh hi DEA = TNAP (human) inhibition, high acceptor | P05186 | purified TNAP, CDP-star luminescence, 1 M DEA | inhibition, % at 20 µM | hit rate 0.03% among 200,000 | AID 1135;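 active = over 50% inhibition of tissue-nonspecific alkaline phosphatase at 20 µM in the single-dose screen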;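 note: plate controls were DMSO wells for no effect and EDTA-quenched wells as full inhibition for full effect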
bIAP inhibitor = intestinal alkaline phosphatase (bovine) inhibition | 190,000 tested, under 10 active | purified bovine IAP, CDP-star luminescence, 30 min | inhibition, % at 20 µM | AID 1019;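 active = over 50% inhibition of intestinal alkaline phosphatase at 20 µM in the single-dose screen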
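Assay system – bovine IAP enzyme · Quantity – bovine IAP at 1/65,000,000 final dilution · Detection – CDP-star luminescence signal · Times – 30 min reaction at room temperature · Also added – CDP-star substrate at 30 µM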
FLuc inhib CS = inhibits firefly luciferase, flagging false hits in luciferase inhibition screens; P08659; ATPLite firefly luciferase biochemical luminescence, 10 min; inhibition, % at 10 µM; hit rate 1.5% among 200,000; AID 1006;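 active = inhibition above about 50% when tested at 10 µM, limit read from the data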
Target sequence (P08659 whole entry, looked up): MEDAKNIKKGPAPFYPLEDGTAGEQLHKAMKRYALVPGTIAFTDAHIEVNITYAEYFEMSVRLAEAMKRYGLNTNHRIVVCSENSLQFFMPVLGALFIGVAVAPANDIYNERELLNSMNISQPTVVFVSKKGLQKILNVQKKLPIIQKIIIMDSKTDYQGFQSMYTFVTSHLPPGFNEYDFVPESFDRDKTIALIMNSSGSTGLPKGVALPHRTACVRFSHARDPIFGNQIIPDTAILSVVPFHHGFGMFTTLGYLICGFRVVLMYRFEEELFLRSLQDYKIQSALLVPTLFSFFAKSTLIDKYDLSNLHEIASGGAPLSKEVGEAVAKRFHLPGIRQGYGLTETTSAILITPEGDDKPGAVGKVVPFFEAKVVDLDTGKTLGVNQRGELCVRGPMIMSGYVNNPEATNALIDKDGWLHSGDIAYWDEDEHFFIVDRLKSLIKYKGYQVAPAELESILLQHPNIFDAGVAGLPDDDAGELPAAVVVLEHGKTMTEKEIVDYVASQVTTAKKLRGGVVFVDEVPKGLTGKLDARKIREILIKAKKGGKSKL
TNAP act hi DEA = activators of human TNAP at high phosphate acceptor concentration; P05186; purified TNAP, CDP-star luminescence, 1 M DEA, 30 min; active compounds read high; 0 = EDTA background, 1 = DMSO-only activity; activation factor at 20 µM; 200,000 tested, under 10 active; AID 1136;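 active = activation factor at least 2 at 20 µM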
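Assay system: human TNAP; Input: enzyme diluted 1/800 final; Reagent: CDP-star luminogenic substrate at 100 µM final; Timing: 30 min, room temperature; Signal: luminescence; Evaluation: TNAP activation factor scaled between EDTA and DMSO control wells.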
APP 5UTR inh = APP translation inhibition; inhibition, % at 2 µM; hit rate 0.82% among 190,000; SH-SY5Y APP 5'UTR-luciferase reporter, luminescence;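 active = inhibition above a set limit, derived from the sample mean plus 3 SD, cut at about 45% in these data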; note: values of inactives mirror those of a sister screen read the other way
RAM inhibit = yeast RAM network inhibition. S. cerevisiae dse1pr::URA3 reporter, 5-FOA growth OD615, 2 d; analog-sensitive cbk1-as2 kinase mutant strain. inhibition, % at 50 µM. hit rate 1.8% among 190,000. AID 868;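 active = inhibition above a set limit, 3 SD over mean compound inhibition, cut at about 8.4% in these data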;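 note: 0% = DMSO-only wells with no growth and 100% = 10 µM 1-NA-PP1 full growth; inhibition rescues growth on 5-FOA so higher OD means more RAM inhibition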
Lmaj promast = inhibitors of Leishmania major promastigote growth; Leishmania major promastigotes, resazurin fluorescence viability; inhibition, % at 10 µM; hit rate 9% among 200,000; in the data active = inhibition above about 50%;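 note: promastigotes grown with compound for 44 hours at 28 °C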
FLuc act counter = affects firefly luciferase, flagging false hits in luciferase stimulation screens; AID 1027; activation factor at 10 µM; ATPlite luciferase biochemical, luminescence, 10 min; 0 = ATP-free wells, 1 = DMSO control; P08659; 200,000 tested, under 10 active;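 active = luciferase activation factor, scaled between plate controls, of at least 2 with compound at 10 µM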
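Material: luciferase plus luciferin reagent, cell-free. Medium: PBS buffer for ATP. Also added: ATP substrate, dispensed from a 10.24 µM working solution in PBS. Doses: test compounds dosed from 2 mM stocks in 100% DMSO. Incubation: 10 min post-reagent at room temperature. Technique: light output (luminescence). Read-out basis: luminescence gain marking luciferase activators.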
An asterisk follows results filed as active; nt = no result given.

Sequence of screens: RAM inhibit	APP 5UTR inh	FLuc inhib CS	bIAP act	Lmaj promast	TNAP inh no acc	FLuc act counter	TNAP inh hi DEA	TNAP act hi DEA	bIAP inhibitor
- COc1ccc(-c2c(C)oc3c(CN4CCN(CCO)CC4)c(O)ccc3c2=O)cc1OC
 : 1.3	-0.3	-11.2	1.1	99.3*	-7.7	1.1	-8.0	1.1	-6.3
- O=S(=O)(N=S(N1CCCCC1)N1CCCCC1)c1ccccc1
 : 0.0	-13.6	-5.5	1	-8.0	7.9	1.1	-6.5	1.1	1.2
- CCc1cc2cc(C)cc(C)c2nc1SCC(=O)NNC(=O)c1ccco1
 : 5.3	nt	-3.2	0.9	-2.9	-85.3	1	2.0	1	7.9
- CCC1=NC(c2ccccc2OC)N(O)C1(C)C (stereo not given)
 : -0.1	-2.8	-0.4	0.8	-10.5	-13.5	1	-2.6	1	15.4
- O=C(c1cnn2c(C(F)(F)F)cc(-c3ccco3)nc12)N1CCc2ccccc2C1
 : 1.1	2.1	-5.2	1	13.6	-12.1	1.1	-3.2	1	3.9
- Cc1ccc2nc(Cl)c3nnnn3c2c1
 : -1.1	25.6	-1.4	1	100.2*	-5.8	1	-3.2	1	4.0
- Cn1c(=O)c2c(-c3cccc(F)c3)c3c(nc2n(C)c1=O)-c1ccccc1C3O (stereo not given)
 : 0.4	-0.2	-11.1	1	-3.4	-2.0	1.1	-4.2	1	4.7
- S=C(Nc1ccc(Br)cc1Cl)N1CCC2(CC1)OCCO2
 : 1.8	-9.8	-2.3	1.3	-4.8	-5.8	1	0.2	1	-32.6
- COCc1ccc(CN2CCCC(CO)(Cc3cccc(Cl)c3)C2)o1 (stereo not given)
 : 1.4	13.3	-2.5	0.9	3.6	-0.3	1	-1.2	1	5.3
- CC(C(=O)Nc1ccccc1-c1ccccc1)N1CCOCC1 (stereo not given)
 : 0.0	3.5	-4.5	0.9	2.5	-11.8	1	-4.5	1	9.2
- COc1ccc(OC)c(-c2csc(NC(=O)C3COc4ccccc4O3)n2)c1 (stereo not given)
 : 1.8	-4.0	-4.7	1	14.3	-13.0	1	-6.4	1.1	4.1
- CC(C)NC(=O)/C(C#N)=C/c1cccc(NC(=O)c2ccccc2Cl)c1
 : -0.5	6.1	-3.6	1	100.2*	-10.0	1	-2.3	1	-4.4
- Cc1ccc(Oc2ccc(/C=N/O)cn2)cc1
 : 1.5	-16.3	2.1	1.1	-0.5	-5.0	1	0.6	1	-5.3
- CCOC(=O)N1CCN(C(=O)CSCC(=O)Nc2nc(-c3ccc(C)cc3)cs2)CC1
 : 1.3	-1.6	-2.8	1	5.1	-7.0	1	-2.5	1	-3.8
- COC(=O)c1cn[nH]c1NC(=S)Nc1ccccc1C
 : 0.8	1.5	49.9	0.3	-5.3	-66.2	0.5	-1.4	1	nt
- CC1CCCCN1Cc1nc2c(c(=O)n(C)c(=O)n2C)n1CCc1ccccc1 (stereo not given)
 : -0.6	-12.0	-6.4	1	7.0	-7.7	1.1	-0.3	1	3.3
- Cc1ccc(-c2csc(NC(=O)CSc3ncn(-c4ccccc4)n3)n2)cc1
 : 4.3	-17.1	-8.1	0.9	6.9	-11.1	1.1	-4.5	1	10.8
- CCOC(=O)C(=CNc1cc(C)nn1C(C)(C)C)C(=O)OCC
 : 2.5	nt	-2.1	1	0.1	-10.1	1	2.6	1	2.8
- Cc1ccccc1C(=O)Nc1nnc(-c2ccco2)o1
 : 0.1	-27.4	12.2	1.1	-6.2	-0.8	0.9	-0.8	1	-6.3
- Cc1ccccc1N=Cc1cccc(O)c1O
 : -0.4	42.6	4.4	1.1	-0.3	20.1	1	11.1	0.9	-6.8
- C=CC#CC1(O)CC(C)N(C)CC1C (stereo not given)
 : -0.1	-0.3	-3.8	1	-1.5	-5.9	1	-1.7	1	1.5
- Cc1ccc(C(=O)N2CCN(c3ccc(NC(=O)c4ccc(Br)o4)cc3)CC2)cc1
 : 2.6	-7.2	1.3	0.9	5.4	1.6	1	3.5	1	5.0
- COc1ccc(C(C)=O)cc1CN1C(=O)C(C)N(c2ccc(C)cc2)C1=O (stereo not given)
 : 0.9	-6.9	0.1	1	0.5	-6.7	1	-2.9	1	-4.5
- CCOc1ccccc1-c1cc(-c2ccccc2)nc2c1c(=O)n(C)c(=O)n2C
 : 0.6	0.4	-9.0	1	-1.9	-6.2	1.1	-2.9	1	3.0
- Cc1cnc(NC(=O)c2cc3c(C)nn(-c4ccccc4)c3s2)s1
 : 5.1	7.8	0.5	1.1	10.3	4.2	1	1.4	1	-12.5
- Cc1ccsc1/C=C1/NC(=O)N(Cc2ccc(F)cc2)C1=O
 : 1.5	-24.9	0.0	0.9	1.2	3.5	1	3.9	1	5.9
- COc1ccc(CCNC(=O)Nc2ccc3c(c2)OCO3)cc1OC
 : 1.0	-10.6	-2.6	1	7.7	-9.1	1	-4.6	1	2.2
- CC(=O)Cc1nsc(NC(=O)c2ccc(-c3cc(C(F)(F)F)ccc3Cl)o2)n1
 : 5.8	3.2	-3.5	0.9	-3.7	-13.6	1	-9.4	1.1	5.6
- Cc1ccccc1C(O)c1ccncc1 (stereo not given)
 : -0.8	1.1	-8.0	0.9	-15.3	-9.9	1.1	-9.1	1.1	12.6
- O=C(NCc1cccc(C(F)(F)F)c1)C1CC(c2ccccc2[N+](=O)[O-])=NO1 (stereo not given)
 : 0.3	9.1	1.4	1	-6.1	-1.5	1	1.5	1	2.5
- COc1ccc(Cc2noc(CN3CCCC(C(=O)c4cccs4)C3)n2)cc1OC (stereo not given)
 : 0.2	10.3	-9.1	0.9	18.9	-5.3	1.1	-6.1	1.1	6.4
- COC(=O)NC(C)N1C(=O)C2C3C=CC(C3)C2C1=O (stereo not given)
 : 1.0	-26.5	4.5	1	-4.6	-7.4	1	-5.2	1.1	2.5
- CCn1cc(C(=O)N2CCN(c3cccc(Cl)c3)CC2)c2cc(OC)c(OC)cc2c1=O
 : 1.4	4.3	-6.9	1.1	91.8*	-12.1	1.1	-5.9	1.1	-8.7
- COc1ccc(C)cc1NC(=O)C(OC(=O)c1ccc([N+](=O)[O-])o1)c1ccccc1 (stereo not given)
 : 4.0	-1.7	-11.0	1	-6.7	-4.2	1.1	-6.3	1.1	0.4
- CCOc1cc(C(=O)OCC(=O)Nc2c(C)cccc2C)ccc1OCC(=O)N1CCOCC1
 : 0.1	-25.8	-4.7	0.9	-6.6	-15.6	1	-2.3	1	12.1
- COc1ccc2cc(C)c3nnc(SCC(=O)Nc4nc(-c5ccc(F)cc5)cs4)n3c2c1
 : 4.1	-2.2	-8.9	1	-1.8	-0.5	1.1	-1.2	1	1.7
- COc1ccccc1C(c1nnnn1CCc1ccccc1)N1CCCCCC1 (stereo not given)
 : 1.2	4.9	-7.3	0.9	28.5	-3.0	1.1	-5.1	1.1	6.9
- CCOC(=O)C(/C=N/c1cc(C)nn1-c1ccccc1)=C(\C)O
 : -0.3	nt	-6.8	0.9	1.3	-22.1	1.1	-6.8	1.1	7.8
- CCOc1ccc2ccccc2c1C(=O)N1CCOCC1
 : 2.1	10.3	-4.1	1	-5.3	-15.2	1	-7.0	1.1	2.0
- CSC(=S)N/N=C(\C)c1ccccc1
 : -1.1	3.1	-6.0	1	100.3*	-26.3	1.1	-6.2	1.1	3.2
- Cc1cc(SCC(=O)NC(=O)NCc2ccco2)nc2c(C)cccc12
 : 0.3	3.8	-2.7	1.1	2.9	5.5	1	0.4	1	-6.7
- CCOC(=O)c1c(C)n(CC(COC(C)=O)OC(C)=O)c2ccc(OC(C)=O)cc12 (stereo not given)
 : 0.3	3.3	-0.7	1	3.1	-9.6	1	-2.7	1	4.2
- COc1ccc(Cl)cc1NC(=S)NCc1cccs1
 : -0.3	-7.0	-6.5	1	7.9	-10.6	1.1	-7.7	1.1	1.9
- CC(C(=O)N1CCOCC1)N1C(=O)C2C3CC(C(Br)C3Br)C2C1=O (stereo not given)
 : 2.1	-5.9	-2.2	1.1	-5.4	-13.3	1	2.5	1	-8.0
- O=C(CSc1nnc(-c2ccncc2)n1Cc1ccco1)Nc1ccccc1Cl
 : 2.0	12.5	-2.0	1	10.9	-10.5	1	-3.6	1	-4.8
- COc1ccc(-c2c(C)oc3cc(O)cc(O)c3c2=O)cc1OC
 : -1.0	-0.4	-7.9	0.9	17.3	-7.5	1.1	-5.2	1.1	11.0
- Cc1ccc(-c2csc(/C(C#N)=C/Nc3ccccc3SC(F)(F)F)n2)cc1
 : 4.3	0.9	-6.5	0.9	-2.1	-15.6	1.1	-1.5	1	8.0
- O=C(NC1CCSC1=O)c1ccc(Oc2ccc(F)cc2)nc1 (stereo not given)
 : 0.5	-3.5	-3.6	0.9	-4.4	-5.3	1	-0.3	1	11.1
- O=C(NCc1ccncc1)c1ccc(Br)cc1
 : -0.6	12.5	-4.0	1	-5.8	-9.3	1	-3.9	1	-4.2
- CN(C(=O)c1ccc(OC2CCN(C(=O)c3cccnc3)CC2)cc1)C1CCCCC1
 : 0.0	9.4	-5.3	1	-4.3	-13.8	1.1	-8.1	1.1	2.7
- COc1ccc(OCC(=O)NNC(=O)c2cccc(O)c2)cc1
 : 0.8	8.3	-4.9	1.1	-5.5	-1.0	1	-2.3	1	-9.2
- COc1ccc(NC(=O)C(C)NS(=O)(=O)c2ccc(NC(C)=O)cc2)cc1Cl (stereo not given)
 : 1.2	-13.1	-11.1	0.9	-6.5	-12.3	1.1	-4.0	1	7.8
- O=C(CNC(=O)c1ccc(Cl)cc1Cl)NCCCn1ccnc1
 : -0.2	13.4	-1.7	1	-3.1	-13.0	1	-2.2	1	3.5
- O=C(CSc1nc2ccc(N3CCOCC3)cc2c(=O)n1CCc1ccccc1)NCC1CCCO1 (stereo not given)
 : 6.5	-10.7	-3.2	1	9.9	-2.8	1	2.6	1	3.0
- COc1ccc(CC(=O)NCc2n[nH]c(=S)n2-c2ccccc2OC)cc1
 : -0.1	18.5	-4.1	0.9	0.8	4.5	1	-4.8	1	7.5
- C=CCNC(=O)C1CC(=O)N(c2ccc(OCC(=O)NCc3ccccc3)cc2)C1 (stereo not given)
 : -0.1	5.9	-5.7	0.9	-8.5	-9.8	1.1	0.8	1	11.8
- CCCOc1ccc(-c2nnc(-c3cccs3)o2)cc1
 : 6.5	-46.4	40.4	0.8	-3.8	-8.5	0.6	-2.0	1	17.4
- O=C(c1ccc(Oc2ccccc2)cc1)c1nc2c(n1O)CCCC2
 : -1.4	-0.5	-2.0	1.2	-6.2	-2.3	1	-1.5	1	-18.9

Two compounds from above, limited to TNAP inh hi DEA and bIAP inhibitor.
smiles,TNAP inh hi DEA,bIAP inhibitor
Cc1ccc(-c2csc(/C(C#N)=C/Nc3ccccc3SC(F)(F)F)n2)cc1,-1.5,8.0
O=C(CNC(=O)c1ccc(Cl)cc1Cl)NCCCn1ccnc1,-2.2,3.5
